# Polio RdRp inh – inhibitors of poliovirus RNA polymerase binding and polymerization | poliovirus polymerase elongation, fluorescence polarization; active compounds read low | P03300 | actives 0.66% (n = 150,000) | % elongation, % (compound at 16.7 µg/mL); in the data active = % elongation below about 90%; note: some results filed as inactive read as strong as hits
# Target sequence (P03300 1749-2209 limits assumed): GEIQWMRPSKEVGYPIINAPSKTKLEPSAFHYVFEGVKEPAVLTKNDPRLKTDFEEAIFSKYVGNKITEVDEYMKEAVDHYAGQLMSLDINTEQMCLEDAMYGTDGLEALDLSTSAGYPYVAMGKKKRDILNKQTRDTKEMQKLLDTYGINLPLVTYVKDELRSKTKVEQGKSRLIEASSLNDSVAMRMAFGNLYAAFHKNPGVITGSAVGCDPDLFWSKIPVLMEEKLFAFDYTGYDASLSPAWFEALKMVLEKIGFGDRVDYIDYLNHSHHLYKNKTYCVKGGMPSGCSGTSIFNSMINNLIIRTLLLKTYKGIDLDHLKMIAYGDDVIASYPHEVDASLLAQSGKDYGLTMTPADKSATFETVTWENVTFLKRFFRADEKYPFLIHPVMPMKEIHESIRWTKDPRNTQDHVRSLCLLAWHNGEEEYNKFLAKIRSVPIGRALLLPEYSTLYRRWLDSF
# Polio RdRp inh FP z-score – second read-out of Polio RdRp inh, no call of its own (marks repeat the call); z-score; measured here: FP z-score; hits read low
# Active calls of the source: *; & = joins results of further samples. This is a subset; count on the stated rates, not on these rows.
SMILES,Polio RdRp inh,Polio RdRp inh FP z-score
CSc1nnc(-c2csc(S(=O)(=O)Nc3cccc(C(F)(F)F)c3)c2)n1C,104,0.7
CC(C)(O)c1cc(=N)sc2nc3ccccc3n12,101,0.1
Cc1ccc(C2=Nc3ccccc3N(CC(=O)Nc3ccccc3C)C(=O)C2)cc1C,105,-0.2
COc1ccc(C(CNC(=O)c2ccccc2)N2CCCC2)cc1 (stereo not given),104,0.9
O=C(NC12CC3CC(CC(C3)C1)C2)c1cncc(O)c1,100,-0.2
N#C/C=C(\Sc1nnc(C2CCCCC2)n1N)c1ccccc1,99,-0.5
CN(C)c1ccc2c3c(ccc(N(C)C)c13)C(=O)OC2,103,0.3
CCOP(=S)(c1ccccc1)C1(C#N)CCCC1 (stereo not given),101,0
FC(F)(F)c1nc(NNC(=S)NCC2CCCO2)c2ccccc2n1 (stereo not given),100,-0.2
COC(=O)c1ccccc1NC(=O)c1ccc2c(c1)CCN2S(C)(=O)=O,99,-1.9
CC(=O)c1nnn(-c2ccc(C)cc2Cl)c1C,113,1.3
CCC(=O)Nc1ccc(C(=O)COc2ccc(OC)cc2)cc1,94,-0.9
O=C(COc1cccc(-n2cnnn2)c1)NC1CCCCC1,103,0.5
Cc1ccccc1N1C(=O)c2ccccc2NC1(C)CC(=O)NCc1ccccc1 (stereo not given),108,0.6
Cc1cc(C)n(CCCNC(=O)c2ccc(NS(=O)(=O)c3cc(Cl)sc3Cl)cc2)n1,105,0.3
C#CCCCCCCCCCCCC(O)CC(O)CO (stereo not given),98,0
COc1ccc(Br)c2c1-c1nc(NC(=O)c3cccc(C)c3)sc1C2,96,-1.4
Cc1ccc(C(=O)c2oc3ccccc3c2NC(=O)C(C)C)cc1,104,0.7
O=C(CN1CCN(Cc2ccccc2)C1=O)NCCN1CCOCC1,102,0.4
Cc1ccc(NC(=O)CSC(C)C(=O)N2CCC(C)CC2)cc1 (stereo not given),101,-0.4
CN1CCN(C(=O)c2ccc3c(c2)N(Cc2ccccc2F)C(=O)c2ccccc2S3=O)CC1 (stereo not given),99,-0.8
Cc1cc(Br)ccc1NC(=O)c1cn(C2CCCC2)c(=O)c2c1c1ccccc1n2C,115,0.9
CC(C)(Oc1ccc(Cl)cc1)C(=O)NC1CCCCNC1=O (stereo not given),108,0.8
CCC(Oc1ccc(F)cc1)C(=O)Nc1cc(-c2ccc(C)cc2)no1 (stereo not given),104,-0.6
COc1ccc(C(=O)c2c(N)c(-c3nc(-c4ccccc4)cs3)c3ccccn23)cc1,94,-2.4

# Sorted by formula weight (highest first): part of the list above
SMILES,Polio RdRp inh,Polio RdRp inh FP z-score
Cc1cc(C)n(CCCNC(=O)c2ccc(NS(=O)(=O)c3cc(Cl)sc3Cl)cc2)n1,105,0.3
Cc1cc(Br)ccc1NC(=O)c1cn(C2CCCC2)c(=O)c2c1c1ccccc1n2C,115,0.9
CSc1nnc(-c2csc(S(=O)(=O)Nc3cccc(C(F)(F)F)c3)c2)n1C,104,0.7
COc1ccc(C(=O)c2c(N)c(-c3nc(-c4ccccc4)cs3)c3ccccn23)cc1,94,-2.4
COc1ccc(Br)c2c1-c1nc(NC(=O)c3cccc(C)c3)sc1C2,96,-1.4
Cc1ccc(C2=Nc3ccccc3N(CC(=O)Nc3ccccc3C)C(=O)C2)cc1C,105,-0.2
Cc1ccccc1N1C(=O)c2ccccc2NC1(C)CC(=O)NCc1ccccc1 (stereo not given),108,0.6
COC(=O)c1ccccc1NC(=O)c1ccc2c(c1)CCN2S(C)(=O)=O,99,-1.9
FC(F)(F)c1nc(NNC(=S)NCC2CCCO2)c2ccccc2n1 (stereo not given),100,-0.2
CCC(Oc1ccc(F)cc1)C(=O)Nc1cc(-c2ccc(C)cc2)no1 (stereo not given),104,-0.6
O=C(CN1CCN(Cc2ccccc2)C1=O)NCCN1CCOCC1,102,0.4
Cc1ccc(NC(=O)CSC(C)C(=O)N2CCC(C)CC2)cc1 (stereo not given),101,-0.4
CC(C)(Oc1ccc(Cl)cc1)C(=O)NC1CCCCNC1=O (stereo not given),108,0.8
COc1ccc(C(CNC(=O)c2ccccc2)N2CCCC2)cc1 (stereo not given),104,0.9
Cc1ccc(C(=O)c2oc3ccccc3c2NC(=O)C(C)C)cc1,104,0.7
CCC(=O)Nc1ccc(C(=O)COc2ccc(OC)cc2)cc1,94,-0.9
O=C(COc1cccc(-n2cnnn2)c1)NC1CCCCC1,103,0.5
C#CCCCCCCCCCCCC(O)CC(O)CO (stereo not given),98,0
CCOP(=S)(c1ccccc1)C1(C#N)CCCC1 (stereo not given),101,0
O=C(NC12CC3CC(CC(C3)C1)C2)c1cncc(O)c1,100,-0.2
CN(C)c1ccc2c3c(ccc(N(C)C)c13)C(=O)OC2,103,0.3
CC(C)(O)c1cc(=N)sc2nc3ccccc3n12,101,0.1
CC(=O)c1nnn(-c2ccc(C)cc2Cl)c1C,113,1.3

# A second format for part of the listing above.
O=C(COc1cccc(-n2cnnn2)c1)NC1CCCCC1
  Polio RdRp inh: 103
  Polio RdRp inh FP z-score: 0.5

CC(C)(Oc1ccc(Cl)cc1)C(=O)NC1CCCCNC1=O (stereo not given)
  Polio RdRp inh: 108
  Polio RdRp inh FP z-score: 0.8

C#CCCCCCCCCCCCC(O)CC(O)CO (stereo not given)
  Polio RdRp inh: 98
  Polio RdRp inh FP z-score: 0

CCC(=O)Nc1ccc(C(=O)COc2ccc(OC)cc2)cc1
  Polio RdRp inh: 94
  Polio RdRp inh FP z-score: -0.9

# (further entries)
SMILES,Polio RdRp inh,Polio RdRp inh FP z-score
CCOC(=O)c1ccc(CN(Cc2ccc(Br)cc2)S(=O)(=O)c2cccc(Cl)c2C)cc1,107,-0.3
Cc1ccc(C)n1-c1ccc(C(=O)N(C)Cc2nc3ccccc3c(=O)[nH]2)cc1,107,0.5
COc1ccc2c(c1)c(=O)c(C(=O)c1ccc(C)c(C)c1)cn2CC(=O)Nc1ccc2c(c1)OCCO2,94,-1.3
CN(Cc1cccc(F)c1)C(=O)C1CC(=O)N(Cc2ccco2)C1 (stereo not given),105,0.1
Cc1cccc(NC(=O)c2oc3ccccc3c2NC(=O)Cc2coc3cc(C)cc(C)c23)c1,120,0.3
O=S(=O)(Cc1ccc(C(F)(F)F)cc1)c1ccc(Cl)cc1,99,-1.2
COc1ccc(-c2nc3ccccc3s2)cc1NC(=O)c1ccc(C#N)cc1F,102,-0.7
CSc1ccc(C2c3[nH]c4ccccc4c3CCN2C(=O)CCc2ccccc2)cc1 (stereo not given),106,-0.3
CC(C(=O)NC1CCCCCC1)C1Sc2ccccc2N(Cc2ccc(F)cc2)C1=O (stereo not given),104,0.8
Cc1cc(C)c(NC(=O)COC(=O)C2CCCCC2)c(C)c1,104,0.2
Cc1cccc(S(=O)(=O)c2cn(Cc3ccccc3)c3cc(N4CCCCC4)c(F)cc3c2=O)c1,113,1.3
Cc1ccc(CN(C)C(=O)c2ccc(Oc3ccccc3)cc2)o1,105,-0.8
Nc1cc(C(=O)Nc2ccccc2F)ccc1N1CC2CC(C1)c1cccc(=O)n1C2 (stereo not given),101,0.2
COC(=O)C1C(=O)C2=C(CC1C)NC(=O)CC2c1cccc(OC)c1 (stereo not given),102,0.1
CC(C)(C)c1cc(Cl)c(O)c(N=Cc2ccccc2O)c1,104,0.8
COc1ccc(N2CCN(C(=O)Cc3nn(C)c(=O)c4ccccc34)CC2)cc1,102,0.2
NCCCc1nc2ccccc2[nH]1,104,0.5
COc1ccc(N2CCN(Cc3nc4c(c(=O)[nH]c(=O)n4C)n3Cc3ccccc3)CC2)cc1,100,-1.3
CCc1ccc(OCC(=O)Nc2ccc3c(c2)c2ccccc2n3CC)cc1,106,0.4
CCCCN(C)S(=O)(=O)c1ccc2c(c1)CCN2C(=O)CC,101,-0.4
CC(C)Cn1cc(I)c(=O)n(CC(C)C)c1=O,100,-0.5
Cc1ccc(S(=O)(=O)N2CCCC2C(=O)NCc2ccccc2Cl)cc1 (stereo not given),101,-0.2
COc1ccc2[nH]cc(CCNS(C)(=O)=O)c2c1,101,0.2
Cc1c(C)c(C)c(CSC2=NCCS2)c(C)c1C,110,1
CCSC1=N/C(=C\c2ccsc2)C(=O)S1,102,0.6
# Other structures follow.
SMILES,Polio RdRp inh,Polio RdRp inh FP z-score
Cc1nn(C(=O)c2c(F)cccc2F)c(C)c1S(=O)(=O)N1CCCCCC1,107,0.1
CC(C)(C)NS(=O)(=O)Nc1ccccc1,101,0.5
CCn1c2ccccc2c2nnc(N3CCN(c4ccc(F)cc4)CC3)nc21,103,-0.7
Cn1nc(Oc2ccc(-c3ccccc3)cc2)c(=O)n(C)c1=O,107,0.8
CC1=Nc2ccc(C)cc2/C1=C\c1c(N)n2nc(S(=O)(=O)CC(C)C)sc2nc1=O,102,-0.2
Cc1cc2ccccn2c1C(=O)c1ccc(S(=O)(=O)N(C)C)cc1,100,-0.7
O=C(COC(=O)c1ccc2c(c1)OCCO2)c1ccccc1,96,-0.6
Cc1cc(I)ccc1NS(=O)(=O)c1cccs1,101,-0.2
Cc1ccc(NC2OC(C(O)CO)C(O)C2O)cc1C (stereo not given),105,1.9
O=C(C1CCN(c2nc3cccnc3s2)CC1)N1CCCCC1,101,0.1
C=CCNC1=C2C[C@@H](C)C[C@H](OC)[C@H](O)[C@@H](C)/C=C(\C)[C@H](OC(N)=O)[C@@H](OC)/C=C\C=C(/C)C(=O)NC(=CC1=O)C2=O,100&99,-0.5&-0.1
COc1ccc(C2=[N+]([O-])C(C)(C(=O)c3ccccc3)N(O)C2OC)cc1 (stereo not given),101,-0.1
O=C(OCn1nnc2ccccc2c1=O)C12CC3CC(CC(O)(C3)C1)C2,100,-0.2
Cc1ccc2c(c1)c(=O)c(C(=O)c1ccc3c(c1)OCO3)cn2Cc1cccc(F)c1,106,-0.2
O=C(CSc1nccn1-c1cccc(Cl)c1)Nc1ccc2c(c1)OCO2,107,0
Cc1cc(C)c(NC(=O)CCc2c(C)nc3c(c(C)nn3C(C)(C)C)c2C)c(C)c1,109,0.5
CCN(CC)CCCNC(=O)Cc1ccc(NC(=O)N2CCCCc3ccccc32)cc1,110,0.4
COc1ccccc1C(=O)NC1(C(F)(F)F)C(=O)Nc2c1c(=O)[nH]c(=O)n2-c1ccc(F)cc1 (stereo not given),102,-0.3
Cc1cc(C(C#N)c2nc3ccccc3o2)nc(N2CCOCC2)n1 (stereo not given),101,-0.1
Cc1cnc(C)c(N(C)C)n1,57*,-5.2*
O=S1(=O)CCC(NCC2CCCO2)C1 (stereo not given),103,0.2
CCCSc1nnc2c(n1)OC(CC)N(C(C)=O)c1ccccc1-2 (stereo not given),107,-0.7
O=C1CSC2(C(=O)N(Cc3c(F)cccc3Cl)c3ccccc32)N1c1ccc(F)c(F)c1 (stereo not given),107,0.3
Cc1ccc(C(=O)Nc2ccc(-c3cn4c(n3)SCC4)cc2)cc1C,108,0.6
CC(NC(=O)CCn1[nH]c(=O)ccc1=O)C12CC3CC(CC(C3)C1)C2 (stereo not given),102,0.1
# The list goes on.
SMILES,Polio RdRp inh,Polio RdRp inh FP z-score
Cc1ccc(-c2nnn(C3CCOC3=O)n2)cc1 (stereo not given),101,-0.4
COc1ccc(/C=C/c2nc(C#N)c(NC3CCCCC3)o2)cc1OC,108,0
CC(C)C(NC(=O)Cc1ccccc1)C(C)C,101,0.2
CCCCc1nn2c(=O)cc(COC(=O)c3ccco3)nc2s1,105,-0.2
O=C(COC(=O)C1(c2ccccc2)CC1)N1CCN(c2ccc(F)cc2)CC1,100,-0.3
CC1CCC(Nc2ncnc3onc(-c4ccc(F)cc4)c23)CC1 (stereo not given),116,1
CC1(C)C(=O)NC(=O)N1C(=O)c1ccccc1,106,1
CN(C)c1ccc(N2C(=O)CC(NNc3ccccc3)C2=O)cc1 (stereo not given),103,0.3
COc1ccc(OC)c(NC(=O)CSC2=Nc3ccccc3C3=NC(CCC(=O)NCCc4ccccc4)C(=O)N23)c1 (stereo not given),110,0.7
Cc1ccc(S(=O)(=O)N2CCOCC2)cc1C(=O)OCC(=O)N(C)c1ccccc1,104,0.3
CC(=O)Nc1ccc(/C=C/c2nc(-c3ccccc3O)n(-c3ccccc3)n2)cc1,106,0.2
Cc1ccc(O)c(C(=O)c2cnc3nc4ccccc4n3c2)c1,110,0.8
CC(C)CSc1nc2sccc2c(=O)n1-c1ccccc1,105,0.3
CCOc1ccc(S(=O)(=O)NCC2CCCO2)c2ccccc12 (stereo not given),101,-0.2
Cc1ccc(-c2n[nH]c3c2C(c2ccccc2Cl)N(c2ccc(C(=O)O)cc2)C3=O)cc1 (stereo not given),108,0.1
NC(=O)/C=C/C(=O)Nc1ccc2c(c1)OCO2,101,0
O=C(c1ccccc1)N(CCN1CCOCC1)C1(C(=O)Nc2ccccc2)CCCCC1,101,-0.1
CC(NC(=O)CCCn1c(=O)oc2ccccc21)c1ccc(S(N)(=O)=O)cc1 (stereo not given),103,0.1
CCOC(=O)c1ccc(-c2ccc(/C=C(\C#N)c3nc4ccc(C)cc4[nH]3)o2)cc1,86,-2.4
CC(=O)Nc1ccc(NC2=CC(=O)CC3(CCCCC3)C2)cc1,106,0.4

# Bioassay records deposited in PubChem BioAssay by ICCB-Longwood Screening Facility, Harvard Medical School.
